Compound activity (PubChem BioAssay)
rCAG RNA binder – r(CAG) repeat RNA binding; 370,000 compounds, 1.3% hits; AID 651821; TO-PRO-1 dye displacement fluorescence; inhibition, % at 3 µM;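 active = inhibition above the plate cutoff, the mean of all test compounds on that plate plus 3 SD, cut at about 35% in these data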;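 note: 0% = DMSO alone and 100% = 100 µM mitoxantrone as full dye displacement; higher means more dye released from RNA so lower well fluorescence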
sPLA2-III inh – Inhibits HGIII-sPLA2 liposome hydrolysis, primary screen; Q9NZ20; QFRET BODIPY PC-A2 liposome hydrolysis, fluorescence; inhibition, % at 12.2 µM; 370,000 compounds, 0.56% hits; AID 743126;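 active = inhibition above mean plus 3 SD of compounds lying within the high and low control bounds, cut at about 19% in these data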;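 note: 0% = median of test compound wells and 100% = no enzyme DMSO wells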
ADAM10 inh – inhibitors of human ADAM10. 370,000 compounds, 0.62% hits. O14672. recombinant ADAM10, EDANS/DABCYL FRET peptide cleavage, 3 h. inhibition, % at 7 µM;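 active = inhibition above a per-campaign cutoff equal to the mean of compounds falling between control-based bounds plus 3 SD, cut at about 20% in these data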;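 note: 0% = DMSO wells while the 100% control is not disclosed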
GC-A act – GC-A (human) enzyme activation. 370,000 compounds, 0.14% hits. activation, % at 10 µM. AID 1671463. HEK293 GC-A cells, cGMP TR-FRET, EC30 ANP; 0% at EC30 ANP, 100% saturating ANP; in the data active = activation above about 40%
DDE Tn6 FP inh – disrupts Tn6 cyclic peptide binding to fibrin D-Dimer-E complex. Fibrin DD(E) TRITC-Tn6 fluorescence polarization displacement. inhibition, % at 8.3 µM. 370,000 compounds, 0.21% hits. AID 720509;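 active = inhibition above a per-campaign cutoff: mean of compounds within control limits plus 3 SD, cut at about 15% in these data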;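 note: 0% = median of all compound wells on the plate and 100% = blocking peptide control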
Target sequence (P02675 whole entry, looked up): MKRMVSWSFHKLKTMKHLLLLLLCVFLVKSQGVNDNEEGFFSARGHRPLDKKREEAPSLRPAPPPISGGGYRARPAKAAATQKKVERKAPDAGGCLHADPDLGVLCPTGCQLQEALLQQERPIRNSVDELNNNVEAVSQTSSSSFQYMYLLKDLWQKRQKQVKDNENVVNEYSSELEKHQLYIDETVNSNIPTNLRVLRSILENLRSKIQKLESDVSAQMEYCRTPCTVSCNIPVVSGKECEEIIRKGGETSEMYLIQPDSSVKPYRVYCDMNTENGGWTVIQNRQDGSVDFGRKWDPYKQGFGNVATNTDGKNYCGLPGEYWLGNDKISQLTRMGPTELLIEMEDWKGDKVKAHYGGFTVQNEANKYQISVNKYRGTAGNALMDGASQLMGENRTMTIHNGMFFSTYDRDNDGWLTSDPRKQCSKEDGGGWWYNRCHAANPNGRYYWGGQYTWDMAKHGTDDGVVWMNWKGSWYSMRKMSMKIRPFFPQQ
ASAP1 inh – ASAP1 ArfGAP inhibition; Q9ULH1; ASAP1-stimulated ARF1 GTP hydrolysis, GDP FP detection; inhibition, % at 16.5 µM; 360,000 compounds, 0.19% hits; AID 624377; in the data active = inhibition above about 25%;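 note: 0% = vehicle with enzyme and substrate and 100% = no enzyme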
proKLK7 act – proKLK7 (human) activation, primary screen | P49862 | purified proKLK7, EDANS-DABCYL substrate fluorescence; 100% is mature enzyme control, 0% vehicle | activation, % at 7 µM | 370,000 compounds, 0.9% hits | AID 652039;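 active = activation above the mean of all tested compounds plus 3 SD, computed per campaign excluding outliers beyond control limits, cut at about 13% in these data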
Target sequence (P49862 whole entry, looked up): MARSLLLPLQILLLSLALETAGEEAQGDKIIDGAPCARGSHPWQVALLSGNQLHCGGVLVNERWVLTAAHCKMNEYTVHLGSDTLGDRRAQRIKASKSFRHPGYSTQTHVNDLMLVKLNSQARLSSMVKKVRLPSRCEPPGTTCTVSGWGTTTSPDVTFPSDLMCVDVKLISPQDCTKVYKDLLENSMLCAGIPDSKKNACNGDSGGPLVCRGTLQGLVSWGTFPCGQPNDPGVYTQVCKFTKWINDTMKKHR
GAA850 FXN act – activators of GAA850 frataxin (FXN) promoter; HEK293 lucGAA850 FXN promoter luciferase reporter, 24 h; percent of 10 µM SAHA response; activation, % at 6 µM; 360,000 compounds, 0.56% hits; AID 540364;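 active = activation above the average of all compounds screened plus 3 SD, cutoff fixed separately per campaign, cut at about 7.5% in these data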;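 note: 0% = DMSO wells and 100% = 10 µM SAHA wells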
ARFGAP1 inh – inhibitors of rat ARFGAP1; AID 651572; Q62848; inhibition, % at 16.5 µM; 360,000 compounds, 0.26% hits; Arfgap1-stimulated ARF1 GTP hydrolysis, GDP FP detection;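 active = inhibition above a per-plate limit, mean inhibition of low control wells plus 3 SD, cut at about 25% in these data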;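 note: 0% = DMSO wells with enzyme and 100% = wells lacking Arfgap1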
Target sequence (Q62848 1-136 limits assumed): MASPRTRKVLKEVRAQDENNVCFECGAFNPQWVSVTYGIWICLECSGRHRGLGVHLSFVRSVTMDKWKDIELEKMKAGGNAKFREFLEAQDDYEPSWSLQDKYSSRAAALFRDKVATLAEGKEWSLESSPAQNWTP
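Material – truncated rat Arfgap1 GAP domain · Buffer or medium – HEPES-based buffer, pH 7.5 · Reagent – human ARF1(Δ1-17)-GTP substrate · Dosing – 16.5 µM single point, 1.26% DMSO · Schedule – GTP hydrolysis reaction 2 h at 25 °C · Technique – GDP detection by fluorescence polarization · Benchmarks – No-Arfgap1 wells (100%) versus DMSO full-reaction wells (0%) · Repeats – single replicate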
NPR2 activator – GC-B (human) receptor activation | HEK293-GC-B cells, CNP EC30, cGMP TR-FRET; 0% at EC30 CNP, 100% saturating CNP | activation, % at 10 µM | 370,000 compounds, 0.11% hits | AID 1920062;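 active = activation at 10 µM reaching about 35% in either raw or pattern-adjusted values, limit read from the data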
Starred values were filed as active, the others as inactive; i = inactive; x = not tested or not shown.

SMILES	rCAG RNA binder	sPLA2-III inh	ADAM10 inh	GC-A act	DDE Tn6 FP inh	ASAP1 inh	proKLK7 act	GAA850 FXN act	ARFGAP1 inh	NPR2 activator
COC(=O)C1=C(C)NC(=O)NC1c1ccc(OC(=O)c2ccco2)cc1 (stereo not given)	-2	1	-5	3	4	3	-0.1	1.8	-9	6
O=C1N[C@@H](Cc2c[nH]c3ccccc23)COC(=O)[C@H](Cc2ccc(F)cc2)C/C=C\C[C@@H]1CC(=O)N(CCO)Cc1ccccc1	7	-73	10	-13	-5	-2	0.9	-1.3	13	-1
COc1cc(OC)cc(C(=O)NCCNC(=O)c2ccccn2)c1	-5	4	2	-7	-1	-9	0.1	-0.4	-2	-2
O=C(NN=C(Cc1ccccc1)Cc1ccccc1)c1ccccc1F	-2	-3	-4	3	-4	4	0.3	5.1	2	-4
O=C(COc1ccccc1F)Nc1ccc(S(=O)(=O)Nc2nccs2)cc1	10	-21	-1	-4	-5	4	-0.2	1.7	0	-1
O=C(c1cc(-c2cccs2)on1)N1CCCc2ccccc21	3	-6	-4	-3	1	-1	0.5	3.7	3	4
O=C(Nc1ccc2c(c1)C(=O)NC2=O)c1ccccc1	2	2	i	8	11	1	-132	-2.5	2	-5
COC(=O)c1ccc(COC(=O)CCC(=O)c2cccs2)cc1	-4	-3	5	-1	6	-12	-0.5	4.6	-4	1
COc1ccc(/C=N/NC(=O)CCn2cnc(-c3ccccc3)c2-c2ccccc2)cc1	4	-22	13	-34	3	13	-0.2	-0.8	5	-17
COc1cc(C(=O)N(CCCO)Cc2cc3ccc(C)c(C)c3[nH]c2=O)cc(OC)c1OC	-11	1	-27	2	1	12	0.1	1.7	4	-1
Cc1cc(/C=C(\C#N)C(=O)O)c(C)n1CCC(C)C	7	-5	2	1	1	9	0.2	-0.7	-10	3
O=C(OCc1nc2scc(-c3ccccc3)c2c(=O)[nH]1)c1cc(Cl)ccc1[N+](=O)[O-]	10	-21	12	0	-5	9	0.9	2.5	23	-4
O=C(COc1ccc(Oc2ccccc2)cc1)NCc1cn2ccccc2n1	-5	1	-6	-2	5	3	0.2	-0.3	-2	2
CC1Cc2ccccc2N1C(=O)CCS(=O)(=O)c1cccc2nonc12 (stereo not given)	-3	0	-4	1	0	4	0.5	0.6	2	-1
CC1CCN(S(=O)(=O)c2cccc(S(=O)(=O)N3CCCC3)c2)CC1	-4	-3	7	3	6	-15	0.1	0.6	3	5
NCCCCCc1nnc(SCC(=O)Nc2cccc(Cl)c2)o1	-1	10	-5	-1	-2	-3	-0.4	-0.5	4	3
O=C(c1ccc(Br)cn1)N1CCC(Oc2cccnc2)CC1	2	1	1	1	-6	x	0.7	x	x	-1
Cc1ccc(S(=O)(=O)N2CCN(C(=O)CCC(=O)NCCc3ccc(S(N)(=O)=O)cc3)CC2)c(C)c1	-2	1	-3	1	2	1	-0.5	-0.4	-4	2
O=C(NCc1cccs1)C1CCCN(S(=O)(=O)c2cnc[nH]2)C1 (stereo not given)	-1	13	-7	0	3	11	-0.1	-0.1	-6	0
CCCN(CCC)CC(O)COc1ccccc1C(=O)Nc1ccccc1 (stereo not given)	-5	-5	-1	-1	-2	5	-0.8	-3.6	-3	-11
COc1ccc(Cl)cc1-c1nc(SCC(=O)N(C)CCC#N)n[nH]1	-1	-1	0	0	2	-6	0.3	0.6	2	2
CN(CCc1ccccc1)C(=O)c1ccc(NC(=O)Cc2cccc(NC(=O)C3CCN(S(=O)(=O)c4cccc([N+](=O)[O-])c4)CC3)c2)cc1	16	-11	6	1	3	-4	0.6	-0.2	9	2
CN(C)C(=O)c1cccc(-c2cnc3c(NC=O)cc(-c4cccc(F)c4)cn23)c1	8	9	-52	-2	6	3	-1.7	2.9	-6	-2
CC(C)(C)OC1NS(=O)(=O)OCC1NCOC(Cl)(Cl)Cl (stereo not given)	8	3	-9	0	6	0	1.1	0.6	-14	3
CCC1CCCCN1S(=O)(=O)c1ccc(NC(=O)CSc2ncccc2C(=O)O)cc1 (stereo not given)	39*	-1	2	1	-7	0	0.5	3.4	7	5
SMILES	rCAG RNA binder	sPLA2-III inh	ADAM10 inh	GC-A act	DDE Tn6 FP inh	ASAP1 inh	proKLK7 act	GAA850 FXN act	ARFGAP1 inh	NPR2 activator
COc1ccc(S(=O)(=O)N2CCN(c3ccccc3OC)CC2)cc1	-3	9	-6	-8	-4	3	0.2	0.6	11	-14
CCOC(=O)CC(=O)CSc1nc2c(cc1C#N)CCCCC2	-1	0	-90	3	2	-2	29*	5.0	19	7
O=C(NC(=S)NCc1ccco1)c1ccccc1	-1	11	-4	3	7	-1	-0.2	1.0	0	2
CC(Oc1ccccc1Cl)C(=O)N(Cc1cccs1)C1CCS(=O)(=O)C1 (stereo not given)	-1	-2	-11	-5	-2	-4	-0.1	-0.8	-6	-1
O=C(Nc1ccc(F)cc1)C1CC(=O)N(Cc2ccco2)C1 (stereo not given)	1	3	1	3	-7	1	0.0	-0.3	1	2
CC(C)C1C(=O)N(Cc2cn(CCC3OCCO3)nn2)CCS(=O)(=O)N1Cc1ccc(-c2cccc(N(C)C)c2)cc1 (stereo not given)	9	-4	-29	-1	6	8	-0.9	0.6	10	4
S=c1[nH]ccn1-c1cccc(Cl)c1	0	0	0	5	-5	11	0.1	2.6	5	-1
COc1ccccc1N1CCN(C(=O)C2CCN(C(=O)c3ccccc3C)CC2)CC1	-6	8	-1	5	-3	7	0.0	0.0	10	1
Cc1cc(C(=O)NN=C(CCC(=O)O)c2cccs2)c(C)o1	6	4	-22	1	0	0	-0.2	1.6	4	-6
Cc1ccc(C(=O)NC2CCCCCC2)o1	-3	0	4	1	-3	8	0.6	3.9	1	2
O=C(NCc1cccs1)c1cc(-c2ccccn2)nc2ccc(Br)cc12	0	5	-8	6	-4	6	0.5	2.2	2	1
CNN/C(N=Cc1ccc([N+](=O)[O-])s1)=N\S(=O)(=O)c1cc(C)c(Cl)cc1SCc1ccccc1	16	-9	1	-3	5	0	-3.4	0.2	-4	-5
O=C(COc1ccc(S(=O)(=O)N2CCOCC2)cc1)N1CCc2ccccc2C1	-2	-6	2	1	-3	8	0.1	1.6	-2	2
Cc1cc(C(C)(C)C)cc(S(=O)(=O)Nc2ccc(C(=O)O)cc2)c1C	11	-5	-1	4	-5	8	-0.1	0.5	-4	1
Cc1nc(-c2ccc(Cl)cc2)sc1C(=O)CBr	5	-1	-1	50*	2	-6	0.4	3.2	-7	1
Cc1cc(NC(=O)CSc2ncc(C(F)(F)F)cc2Cl)no1	0	7	-13	7	0	6	0.6	0.1	-4	1
COC(=O)c1cccc(NC(=O)c2cccc(-n3cnnn3)c2)c1	2	2	-14	-5	-12	10	0.3	-0.8	12	-1
Cc1ccc([N+](=O)[O-])cc1NC(=S)NC(=O)c1ccco1	3	19	-5	1	-4	0	-0.9	0.7	-5	-1
CC1CCCCC1NC(=O)CN1CCC(NC(=O)c2cccc(F)c2)CC1 (stereo not given)	-3	4	3	-1	-1	6	-1.0	-1.8	-8	3
Clc1ccc(-c2nnc(C3CC3)o2)cc1	1	1	5	1	5	-10	0.2	1.4	6	0
Cc1c(C(=O)Nc2ccc(OCc3ccccc3)cc2)cccc1[N+](=O)[O-]	1	2	-1	0	7	16	-0.1	1.3	-16	-6
O=C(CCC1CCCC1)N1CCC(N2CCN(c3ccccc3)CC2)CC1	-8	-3	-6	6	2	-14	0.3	1.0	-9	2
O=C(CSc1nc2ccncc2[nH]1)Nc1ccccc1C(F)(F)F	1	-33	10	-1	7	-6	-0.2	-3.1	-4	2
O=C(Cc1ccc(Nc2nc(=S)[nH]c3ccccc23)cc1)NC1CCCCC1	15	21*	1	-4	-1	3	4.1	x	5	-3
CCc1ccccc1-n1c(SCC(=O)N2CCCC2)nc2[nH]ncc2c1=O	-3	1	2	-1	-4	17	-0.7	0.2	9	1

Four compounds drawn at random from the list so far:
SMILES	rCAG RNA binder	sPLA2-III inh	ADAM10 inh	GC-A act	DDE Tn6 FP inh	ASAP1 inh	proKLK7 act	GAA850 FXN act	ARFGAP1 inh	NPR2 activator
O=C(NC(=S)NCc1ccco1)c1ccccc1	-1	11	-4	3	7	-1	-0.2	1.0	0	2
O=C(CCC1CCCC1)N1CCC(N2CCN(c3ccccc3)CC2)CC1	-8	-3	-6	6	2	-14	0.3	1.0	-9	2
CCc1ccccc1-n1c(SCC(=O)N2CCCC2)nc2[nH]ncc2c1=O	-3	1	2	-1	-4	17	-0.7	0.2	9	1
Cc1ccc(C(=O)NC2CCCCCC2)o1	-3	0	4	1	-3	8	0.6	3.9	1	2

Further results
SMILES	rCAG RNA binder	sPLA2-III inh	ADAM10 inh	GC-A act	DDE Tn6 FP inh	ASAP1 inh	proKLK7 act	GAA850 FXN act	ARFGAP1 inh	NPR2 activator
NS(=O)(=O)c1ccc(NC(=S)NCCc2ccccc2)cc1	3	-9	-3	0	-1	13	-0.5	2.5	13	-2
O=C(CSc1nnc(CN2CCOCC2)n1-c1ccccc1)Nc1ccc(Cl)cc1	-6	-9	4	-30	-3	6	0.7	-0.6	-2	-17
COCCOC(=O)C1=C(C)NC(=O)NC1c1ccc(OC(=O)c2ccco2)c(OC)c1 (stereo not given)	-1	-1	1	-2	-2	4	-0.3	13*	-4	1
O=C(CNCC1CCCO1)N1CCCc2ccccc21 (stereo not given)	-4	-2	-58	-1	-4	-2	1.0	0.5	15	-3
Cc1sc2nc(C)n(/N=C/c3ccccc3)c(=O)c2c1C	-1	3	-5	1	0	-4	0.0	-2.9	-10	0
O=C(NCc1ccc2c(c1)OCO2)c1cc(-n2cnnc2)ccc1Cl	0	4	-1	-1	6	4	0.2	-1.4	0	3
CCc1ccc(OCC(=O)NC(NC(=S)Nc2ccc(C)cc2C)C(Cl)(Cl)Cl)cc1 (stereo not given)	4	9	0	-1	0	6	-0.1	0.7	10	4
O=C(c1cccc(F)c1)N1CCN(S(=O)(=O)Cc2ccccc2)CC1	-6	-5	2	-3	-5	-8	-0.7	1.0	1	9
CCOCCCn1c(SCc2nc3ccccc3s2)nc2ccccc2c1=O	-1	4	-1	4	1	-14	0.2	-1.6	-1	6
O=C(COC(=O)c1ccc(OC(F)F)cc1)Nc1cccc(S(=O)(=O)NC2=NCCC2)c1	1	-4	-8	-1	-2	1	-0.7	0.1	-1	1
O=C(C1CCCC1)N1CCN(S(=O)(=O)c2cccc(Cl)c2Cl)CC1	0	2	4	2	-1	11	0.9	0.8	6	3
C[C@@H]1CCCN1[C@H]1CS(=O)(=O)N[C@@H]1COCc1ccccc1	5	3	1	3	-7	-3	0.3	x	-16	-3
CC(C)(C)n1cnc2cc(NC(=O)c3cccs3)ccc21	-4	-1	1	-1	-4	2	-0.1	4.1	-14	2
COc1ccc(OC)c(NC(=O)c2ccc(OC3CSC3)cc2)c1	-3	-1	2	-4	-7	-6	0.4	0.9	-9	1
O=C(NNC(=O)C12CC3CC(CC(Cl)(C3)C1)C2)c1csc(N2CCOCC2)n1	4	7	-11	2	6	10	1.3	-1.3	4	2
COc1ccc(N(C)S(=O)(=O)c2cccc(C(=O)N3CCN(Cc4ccc5c(c4)OCO5)CC3)c2)cc1	-4	-16	7	3	-2	-5	0.5	-0.5	6	-4
